Screens from PubChem.
tim23-1 inh: tim23-1 yeast growth inhibition; inhibition, % at 20 µM; hit rate 1.3% among 330,000; S. cerevisiae tim23-1 growth, BacTiter-Glo luminescence, 24 h;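 active means growth inhibition of the mutant yeast at or above 50%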;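 further: temperature-sensitive mutant grown at 25 °C; plate controls were DMSO-treated mutant yeast for no effect and medium wells lacking yeast for full effect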
TIM10 inh: inhibits growth of TIM10 yeast strain. S. cerevisiae TIM10 strain growth, BacTiter-Glo luminescence, 24 h. inhibition, % at 10 µM. hit rate 1.4% among 330,000. AID 463195;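 active means inhibition of 40% or more at the single tested concentration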;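 further: wild-type TIM10 isogenic control strain grown at permissive 25 °C; 0% = DMSO yeast wells and 100% = minimal medium wells without yeast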
tim10-1 inh: tim10-1 yeast growth inhibition; S. cerevisiae tim10-1 ts strain growth, BacTiter-Glo, 24 h; inhibition, % at 20 µM; hit rate 2.2% among 330,000; AID 463190;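 active means inhibition of at least 40%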;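 further: mutant grown at 25 °C; 0% = DMSO wells with yeast and 100% = wells holding no yeast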
Mdm2-MdmX inh: inhibitors of human Mdm2/MdmX interaction; O15151+Q00987; SaOS-2 split-luciferase Mdm2/MdmX complementation, luminescence; inhibition, % at 8 µM; hit rate 3% among 330,000;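 active means inhibition of at least 50% at 8 µM in the primary screen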
Target sequence (O15151 whole entry, looked up): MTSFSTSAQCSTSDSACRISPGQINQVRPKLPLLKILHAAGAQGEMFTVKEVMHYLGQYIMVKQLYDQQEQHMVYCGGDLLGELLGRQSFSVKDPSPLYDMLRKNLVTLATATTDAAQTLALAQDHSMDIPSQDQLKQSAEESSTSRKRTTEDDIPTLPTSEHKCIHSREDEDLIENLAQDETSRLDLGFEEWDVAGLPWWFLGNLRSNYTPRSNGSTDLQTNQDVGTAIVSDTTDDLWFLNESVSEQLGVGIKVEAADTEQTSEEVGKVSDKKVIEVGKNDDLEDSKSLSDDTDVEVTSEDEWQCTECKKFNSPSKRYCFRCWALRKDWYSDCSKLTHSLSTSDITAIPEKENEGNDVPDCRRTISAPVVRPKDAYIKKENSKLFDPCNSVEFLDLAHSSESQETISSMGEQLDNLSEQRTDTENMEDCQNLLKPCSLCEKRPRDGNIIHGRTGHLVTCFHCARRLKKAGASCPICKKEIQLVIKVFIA
Target sequence (Q00987 whole entry, looked up): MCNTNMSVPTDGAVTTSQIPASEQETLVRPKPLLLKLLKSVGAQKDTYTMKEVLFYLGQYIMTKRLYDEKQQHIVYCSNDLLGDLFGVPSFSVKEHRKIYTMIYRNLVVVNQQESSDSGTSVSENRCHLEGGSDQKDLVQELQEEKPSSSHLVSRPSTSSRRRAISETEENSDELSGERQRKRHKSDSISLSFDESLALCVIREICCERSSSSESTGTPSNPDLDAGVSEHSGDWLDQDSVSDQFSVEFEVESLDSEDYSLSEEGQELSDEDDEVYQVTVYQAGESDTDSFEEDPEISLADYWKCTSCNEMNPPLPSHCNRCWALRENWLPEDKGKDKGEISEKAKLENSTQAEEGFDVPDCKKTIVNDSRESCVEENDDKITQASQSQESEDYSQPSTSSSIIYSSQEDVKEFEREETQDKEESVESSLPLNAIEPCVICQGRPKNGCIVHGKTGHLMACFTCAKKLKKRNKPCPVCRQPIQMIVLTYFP
NLRP3 yeast inh: blocks the NALP3 inflammasome reconstituted in yeast. inhibition, % at 10 µM. Yeast reconstituted NLRP3/ASC/caspase-1, beta-gal luminescence, 24 h. hit rate 0.39% among 330,000;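 active means inhibition of 50% or more; inactive means inhibition below 50%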;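 further: plate controls were induced DMSO wells for no effect and uninduced yeast grown without galactose for full effect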
GRIN3A LBD mod: modulates the human NR3A ligand-binding domain | Tm shift relative to glycine control, % at 25 µM | AID 1259313 | hit rate 2.5% among 340,000 | NR3A LBD differential scanning fluorimetry, Tm shift; 0% = protein alone, 100% = glycine-bound protein;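 active means melting temperature shift of at least 10% of the positive control shift, at one fixed dose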
UPR XBP1 act: adaptive UPR (XBP1) activation. CHO-XBP1 luciferase reporter, IRE1-XBP1 UPR activation, luminescence; percent of tunicamycin response, DMSO as zero. activation, % at 20 µM. hit rate 0.33% among 330,000. AID 463104;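 active means versus positive control, 20 µM dose yields 30% or more activation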;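 further: 100% = tunicamycin at 10 µg/mL and 0% = DMSO only wells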
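Material: CHO-XBP1 cells stably carrying IRE1-XBP1-driven luciferase reporter | Medium: F12 with 10% serum | Compound dosing: 20 µM single concentration, DMSO 1% | Incubation: Overnight seeding at 37 °C, 6 h compound treatment at 37 °C | Detection: Steady-Glo luminescence read | Read-out basis: % activation of reporter signal versus tunicamycin and DMSO controls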
APJ agonist: activates the human apelin receptor APJ; CHO-K1 APJ PathHunter beta-arrestin, luminescence; 0% DMSO wells, 100% apelin; hit rate 0.11% among 330,000; activation, % at 20 µM;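 active means activation more than six SD over the plate average, tested at 20 µM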;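 further: 0% = DMSO alone and 100% = apelin-13 at 10 nM; some results filed as inactive read as strong as hits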
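Incubation: overnight seeding, 90 min compound at 25 °C, 1 h detection; test system: PathHunter CHO-K1 APJ (AGTRL-1) beta-arrestin reporter cells; amount: 1000 cells/well; doses: one dose, 20 µM compound, 1% DMSO; measured by: beta-gal luminescence; measure: agonist-driven arrestin binding to APJ; benchmarks: negative DMSO alone, positive Apelin-13 at 10 nM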
CHOP UPR activ: apoptotic UPR (CHOP) activation. CHO-CHOP luciferase reporter, luminescence; percent of tunicamycin response over DMSO baseline. activation, % at 10 µM. hit rate 0.34% among 330,000. AID 449763;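 active means at 10 µM dose, activation of 40% or more, normalized to positive control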;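 further: 100% = tunicamycin at 10 µg/mL and 0% = DMSO alone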
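System: CHO-CHOP luciferase reporter cell line | Buffer or medium: F12 medium containing 10% fetal bovine serum | Doses: One dose, 10 µM in 0.5% DMSO | Times: 6 h compound exposure at 37 °C after overnight seeding | Signal: Luciferase luminescence | Read-out: % activation vs tunicamycin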
Numbers without * were called inactive; i = inactive; x = not tested or not shown.

Structure	APJ agonist	GRIN3A LBD mod	CHOP UPR activ	TIM10 inh	tim23-1 inh	NLRP3 yeast inh	UPR XBP1 act	Mdm2-MdmX inh	tim10-1 inh
CCc1nc(NC2CCCCC2)c(C#N)c2c1COC(C)(C)C2	-2	2	-0.2	8	10	2	-2	-17	2
CC(=O)Nc1cn(C(C)=O)c(C)n1	-6	x	-1.3	-6	12	4	0	-15	11
CCOc1cc(C2C3=C(CCCC3=O)Nc3ccc4ncccc4c32)ccc1O (stereo not drawn)	-3	-2	-0.1	18	1	2	1	37	10
CC(C)Oc1ccc(S(=O)(=O)N2CCCCC2)cc1NC(=O)CC1OC(=O)c2ccccc21 (stereo not drawn)	-5	-1	1.4	0	24	4	-3	18	13
Cc1ccccc1NS(=O)(=O)c1cc2c3c(c1)CC(=O)N3CCC2	-2	2	-1.9	2	19	7	-4	20	21
Clc1ccc(-c2nc(N3CCCCC3)nc3ccccc23)cc1	-1	0	-2.2	24	1	-8	-3	25	15
O=C(Nc1ccc2c(c1)OCCO2)c1ccc(Cl)cc1Cl	-2	-1	0.5	-27	16	32	-5	-91	-1
COc1cc(C2C3C(=O)N(c4ccccc4)C(=O)C3ON2c2ccccc2)ccc1O (stereo not drawn)	-3	-2	2.2	10	1	7	0	12	19
CN(C(=O)c1ccc(NC(=O)C2CCCN(C(=O)OC(C)(C)C)C2)cc1)C1CC1 (stereo not drawn)	-1	-2	-1.8	-6	5	6	-2	16	-2
COc1cc(CNC(=O)CCCCCCC(C)C)ccc1O	0	1	-0.7	7	30	39	-2	24	33
Cc1noc(C)c1CSCC(=O)N(C)CC(=O)Nc1ccccc1Br	-2	0	0.7	-5	5	7	0	22	-5
COc1cc(/C=C(/C#N)C(=O)NCc2ccccc2)cc(OC)c1OC	1	0	2.3	34	63*	15	5	7	55*
CCOC(=O)[C@H]1[C@H]2COc3ccc(C)cc3[C@@H]2N2C(=O)[C@@H](C)NC(=O)[C@@]12C	-2	-1	2.5	5	8	3	-2	5	7
CC(NC(=O)CNC(=O)c1sc2ccccc2c1Cl)c1ccc(S(N)(=O)=O)cc1 (stereo not drawn)	-5	-3	0.9	-2	-5	-2	1	18	6
CC1(C)CC(=O)C(N=Nc2ccc(Cl)cc2)=C(O)C1	-3	-1	1.3	3	4	-2	1	-16	-4
O=C(NCC1CCCO1)C(c1ccc(F)cc1)N(CC1CCCO1)C(=O)c1ccc(-c2ccccc2)[nH]1 (stereo not drawn)	-3	-1	-0.3	-3	28	10	0	-12	7
Cc1cc[n+](-c2nc3ccccc3nc2[N-]S(=O)(=O)c2cccs2)cc1C	1	-4	-0.4	10	7	-8	-3	20	2
COc1ccc(CN2CCCC(C(=O)Nc3cccc(-n4cccn4)c3)C2)cc1 (stereo not drawn)	-7	-3	-0.8	-5	1	7	-7	4	11
Cc1ccc(C)c(OCCCCCn2ccnc2)c1	-4	1	-1.3	24	13	24	0	-8	24
NC(=O)COC(=O)c1cc(S(=O)(=O)N2CCOCC2)ccc1N1CCCCC1	1	0	-2.0	-6	19	5	-4	9	12
C/C(=N\NC(=O)Cn1c(-c2ccccn2)nc2ccccc21)c1ccccc1	-9	-2	-0.3	21	18	-9	-2	6	12
N#Cc1nc(-c2ccc([N+](=O)[O-])cc2)oc1N1CCCCC1	0	3	1.2	9	10	5	3	-10	7
Cn1nccc1C(=O)NC1CCCc2c1cnn2-c1ccc(F)cc1F (stereo not drawn)	-1	1	6.0	3	-1	14	-4	27	26
CN(CC(O)COCc1ccc2c(c1)OCO2)C1CCCCC1 (stereo not drawn)	-5	1	3.5	6	5	2	0	-27	8
Nc1nonc1C(=O)NCCNCc1cc(Br)ccc1OCc1ccc(F)cc1	-2	2	2.9	4	16	3	-3	19	30
COc1ccc(C(=O)N2CCN(c3ccccc3Cl)CC2)cc1S(=O)(=O)NC1CC1	1	-3	-0.4	1	-11	-8	-2	20	1
COc1ccc([N+](=O)[O-])cc1NC(=O)C(C)OC(=O)/C=C/c1ccco1 (stereo not drawn)	1	1	-0.5	7	19	15	-3	9	18
O=C(NCc1ccccc1)[C@@H]1C[C@H]1[C@@H](NP(=O)(c1ccccc1)c1ccccc1)c1ccccc1	3	-1	-0.8	-10	-6	14	0	14	-7
Cc1cc(Br)ccc1NC(=O)c1ccccc1-c1ccccc1	-3	4	2.3	11	34	14	0	8	26
COc1ccc(/C=N/Nc2nc(C)cc(-c3ccccc3)n2)cc1OC	4	-1	2.0	14	21	27	-3	22	1
CCN(CC)C(=O)c1sc2nc(-c3cccs3)cc(-c3ccc(Cl)cc3)c2c1N	-6	-2	0.1	38	34	14	-1	-9	58*
O=C(N1CCOCC1)N1CCN(S(=O)(=O)c2ccc(F)cc2)CC1	-1	4	0.3	-5	23	3	-4	-14	18
Cc1ccc(C)c(Nc2cc(C(=O)NCc3cccnc3)c3ccccc3n2)c1	-2	1	-0.2	-6	13	4	-1	1	-1
O=C(OCC(=O)N1CCN(S(=O)(=O)c2ccc(Cl)cc2)CC1)c1cc(Br)ccc1O	-5	0	4.4	7	-4	10	-4	27	-8
Cc1ccccc1-n1nc2c(c1NC(=O)c1cc3ccccc3oc1=O)CS(=O)(=O)C2	3	0	-2.7	-11	-18	3	8	-10	12
COC(=O)c1c(C)[nH]c(C(=O)C(C)Sc2nnc(-c3cc(OC)c(OC)c(OC)c3)o2)c1C (stereo not drawn)	7	-1	-0.6	-6	-13	17	-1	25	-8

Reprinted from above for reference:
Structure	APJ agonist	GRIN3A LBD mod	CHOP UPR activ	TIM10 inh	tim23-1 inh	NLRP3 yeast inh	UPR XBP1 act	Mdm2-MdmX inh	tim10-1 inh
COc1ccc([N+](=O)[O-])cc1NC(=O)C(C)OC(=O)/C=C/c1ccco1 (stereo not drawn)	1	1	-0.5	7	19	15	-3	9	18
O=C(NCc1ccccc1)[C@@H]1C[C@H]1[C@@H](NP(=O)(c1ccccc1)c1ccccc1)c1ccccc1	3	-1	-0.8	-10	-6	14	0	14	-7

The list continues:
Structure	APJ agonist	GRIN3A LBD mod	CHOP UPR activ	TIM10 inh	tim23-1 inh	NLRP3 yeast inh	UPR XBP1 act	Mdm2-MdmX inh	tim10-1 inh
CCOC(=O)n1c(O)c(N=NC(N)=S)c2cc(C)ccc21	-1	0	-1.6	8	19	12	-2	15	-1
O=C(CN1CCN(C(=O)c2ccco2)CC1)Nc1ccc2c(c1)OCO2	-3	1	-2.2	-13	15	7	-1	21	0
COc1ccc(OC)c(C(=O)c2coc3ccc(OCC(=O)O)cc23)c1	-1	1	1.6	-8	-7	9	2	15	16
CC(CCc1ccccc1)NC(=O)c1ccc(-n2cncn2)c([N+](=O)[O-])c1 (stereo not drawn)	5	0	-0.4	-12	-6	21	-3	13	-14
Cc1cccc2cc(CN(C(=O)c3cccs3)c3ccccc3)c(=O)[nH]c12	-1	-8	2.9	-1	-9	9	-2	5	10
CCn1cc(Cl)c(C(=O)NNC(=O)CCn2cc([N+](=O)[O-])cn2)n1	-4	-1	1.4	-2	4	16	-1	11	0
N#C/C(=C(/O)CCl)c1nc(-c2ccccc2)cs1	-2	-1	0.0	18	25	10	2	12	18
CN(C)/C=C(/C(=O)c1ccc(F)cc1)S(=O)(=O)c1ccc(F)cc1	-2	-1	0.2	22	1	7	2	6	14
COc1cccc(NC(=O)CN(C)C(=O)c2cc(S(=O)(=O)N3CCCCCC3)ccc2OC)c1	-6	-2	-0.5	4	17	17	-3	-12	5
CCC(C)NC(=O)Cn1nc([N+](=O)[O-])c(Cl)c1C (stereo not drawn)	-5	-3	-1.7	-4	-10	2	-1	-12	-2
O=C(NC1CC1)C1=C[C@@H](c2ccc(C(F)(F)F)cc2)C[C@@H](OCCCCO)O1	-6	-5	0.4	3	28	11	0	0	18
O=C(Nc1cc(F)ccc1F)C1CCCN1S(=O)(=O)c1cccc2nsnc12 (stereo not drawn)	-5	2	2.4	13	30	18	-3	15	5
CCOc1ccc(-c2nnc(SCC(=O)NC3CC3)o2)cc1	-2	2	-0.6	-3	19	19	-1	-48	5
CCNC(=S)N/N=C(\C)c1cccc(OC)c1	-2	-1	-0.1	9	29	-13	1	7	-3
Cc1nnc(NC(=O)Cn2nc(C)c3ccccc3c2=O)s1	-2	-2	-2.2	-10	-4	21	-2	31	-2
CCCc1ccc(-c2cc(NC(=O)CSc3nnc(N)s3)n(-c3ccccc3)n2)cc1	0	10	8.0	19	12	18	4	-84	43*
Cc1cnc(C(=O)Nc2ccccc2-n2cccc2)cn1	4	2	-2.1	7	17	11	1	-2	36
Cn1ncc(Cl)c1C(=O)N1CCN(c2ncccn2)CC1	-2	0	0.5	-15	6	-11	-1	9	13
O=Cc1c(-c2ccc(F)cc2)nc2ccccn12	-3	2	1.3	-1	-3	-5	1	24	6
O=C(CCSc1nnc(-c2ccncc2)o1)Nc1ccc(Cl)cc1	-2	2	0.6	-60	i	0	-4	-1	-23
CCN(CC)C1CCCCC1NS(=O)(=O)c1ccc(Cl)cc1 (stereo not drawn)	-4	2	-0.9	-3	-2	8	0	9	6
Cc1cccc(C)c1NC(=O)NC1(C(=O)N2CCCCC2)CCCCC1	-5	-1	-1.8	-2	-8	9	-2	12	-6
O=C(NCc1ccccn1)Nc1ccc(Cl)c(Cl)c1	-1	2	2.4	15	3	22	3	6	25
CCN(CC)S(=O)(=O)c1cccc(NC(=O)COC(=O)c2ccc(Br)o2)c1	5	-10	-1.8	16	8	7	-3	0	15
O=C(CCC(=O)c1ccc(F)cc1)OC1CCOC1=O (stereo not drawn)	4	1	-2.7	1	16	9	-4	6	-2
Cc1cc(C)cc(N(CC(=O)NC2CCCCCC2)S(=O)(=O)c2c(C)[nH]c(=O)[nH]c2=O)c1	-3	0	-0.2	-15	14	12	-1	9	-9
COc1ccc(CCNC(=O)c2n[nH]c(=O)c3ccccc23)cc1	-2	9	3.6	5	14	9	0	24	14
CCCN1C(=O)/C(=C2/C=Cc3ccccc3N2CC)SC1=S	-5	-5	-2.8	11	28	34	-5	20	18
Cc1cccc(NC(=O)c2ccccc2C(=O)Nc2cccc(C)c2)c1	-3	2	0.5	-10	16	15	-1	11	-12
Cc1oc(-c2ccccc2F)nc1CN1CCC(C(=O)NCCC2=CCCCC2)CC1	-2	-2	-1.5	12	7	5	0	30	9
CC(=O)Nc1nc2ccc(S(=O)(=O)N3CCCC3)cc2s1	1	-1	1.4	15	21	-6	-1	12	11
COCCNCC#CCOc1ccc(OC)cc1	2	1	0.1	-8	-7	9	-5	-3	-5
CC(=O)c1c(C)[nH]c(C(=O)OCc2cccc(Cl)c2)c1C	0	-18	2.8	28	-24	6	0	31	13
COc1ccc(C(=O)ON=C2CCN(c3ccc([N+](=O)[O-])cc3)CC2)cc1	0	-2	2.1	64*	54*	22	0	-13	58*
CCOc1ccccc1NS(=O)(=O)c1cccs1	1	1	-1.2	22	9	-27	-1	-3	25
